# rTrxR1 inhibitor: blocks rat thioredoxin reductase 1 | Potency, µM (doses to about 114 µM), without a hit: top-dose activity change, negative = inhibition, usual class: inhibitors | recombinant rTrxR1, NADPH fluorescence consumption, selenite substrate | 390,000 compounds, 1% hits | AID 588453 | O89049; also: potency is read from the fitted curve at half-maximal effect; % is scaled to controls: 0 for no effect and ±100 for the full control effect; nearly all actives have a fitted effect of over 65% in size
# Target sequence (O89049 whole entry, looked up): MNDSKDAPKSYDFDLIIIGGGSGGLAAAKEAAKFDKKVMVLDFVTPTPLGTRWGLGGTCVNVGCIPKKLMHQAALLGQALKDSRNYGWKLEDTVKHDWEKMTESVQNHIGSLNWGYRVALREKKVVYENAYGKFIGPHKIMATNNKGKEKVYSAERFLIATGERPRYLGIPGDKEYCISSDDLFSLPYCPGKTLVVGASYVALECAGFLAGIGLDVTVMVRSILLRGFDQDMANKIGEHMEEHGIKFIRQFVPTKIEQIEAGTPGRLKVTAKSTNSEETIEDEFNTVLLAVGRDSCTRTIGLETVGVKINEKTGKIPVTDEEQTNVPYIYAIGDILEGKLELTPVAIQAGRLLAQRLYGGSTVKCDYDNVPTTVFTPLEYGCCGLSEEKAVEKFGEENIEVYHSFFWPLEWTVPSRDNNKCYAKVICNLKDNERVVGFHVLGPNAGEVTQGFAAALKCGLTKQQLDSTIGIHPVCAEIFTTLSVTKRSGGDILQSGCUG
#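 Rat TrxR1 (90 nM in the dispensed reagent) was pre-reduced with 400 uM NADPH for 5 min at room temperature, then incubated with compound for 15 min. After 400 uM selenite was added, NADPH fluorescence (Ex 340/Em 450 nm) was followed for 8 min.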
# LDHA inh: inhibitors of human lactate dehydrogenase A. AID 1347041. activity change, % (values are at about 110 or 230 µM). P00338. purified LDHA, NADH/diaphorase-resazurin fluorescence; active compounds read low. 480,000 compounds, 0.15% hits; in the data active = activity change below about -30%; inconclusive = mostly about -25% to -30%;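 also: plate controls were DMSO wells for no effect and wells without enzyme for full effect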
#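 LDH5 2 nM; NADH 0.06 mM, pyruvate 0.2 mM; 200 mM Tris pH 7.4, EDTA, Tween-20; 5 min RT. Detection: diaphorase 0.133 mg/mL + resazurin 37 µM, fluorescence ex540/em590 at 0 and 20 min; normalized to enzyme-free and DMSO wells.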
# IDH1 R132H inh: blocks human mutant IDH1 R132H enzyme. Potency, µM (highest dose often 76.6 µM), inactives show at the top dose activity change, negative = inhibition, actives largely listed as inhibitors. O75874. AID 602179. IDH1-R132H enzyme, NADPH consumption, diaphorase/resazurin fluorescence. 390,000 compounds, 0.093% hits; also: potency is read from the fitted curve at half-maximal effect; % is scaled to controls: 0 for no effect and ±100 for the full control effect; nearly all actives have a fitted effect of over 65% in size
#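 IDH1-R132H (0.5 ug/mL dispensed) in pH 7.5 Tris buffer was preincubated 30 min with compound, then given a substrate mix of 0.016 mM NADPH and 2 mM alpha-KG for 80 min at room temperature; remaining NADPH was read by diaphorase/resazurin fluorescence.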
# Vif-A3G inh: inhibitors of Vif-APOBEC3G interaction | Potency, µM (series often up to 46.1 µM), inactives show top-dose activity, negative = active, actives largely listed as inhibitors | 410,000 compounds, 0.076% hits | HeLa A3G-eYFP + Vif (tagged APOBEC3G with the HIV-1 protein that degrades it), YFP fluorescence, overnight;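 also: potency is read from the fitted curve at half-maximal effect; % is scaled to controls: 0 for no effect and ±100 for the full control effect; nearly all actives have a fitted effect of over 60% in size; hits raise eYFP signal because A3G escapes Vif-driven loss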
# Target sequence (Q9HC16 whole entry, looked up): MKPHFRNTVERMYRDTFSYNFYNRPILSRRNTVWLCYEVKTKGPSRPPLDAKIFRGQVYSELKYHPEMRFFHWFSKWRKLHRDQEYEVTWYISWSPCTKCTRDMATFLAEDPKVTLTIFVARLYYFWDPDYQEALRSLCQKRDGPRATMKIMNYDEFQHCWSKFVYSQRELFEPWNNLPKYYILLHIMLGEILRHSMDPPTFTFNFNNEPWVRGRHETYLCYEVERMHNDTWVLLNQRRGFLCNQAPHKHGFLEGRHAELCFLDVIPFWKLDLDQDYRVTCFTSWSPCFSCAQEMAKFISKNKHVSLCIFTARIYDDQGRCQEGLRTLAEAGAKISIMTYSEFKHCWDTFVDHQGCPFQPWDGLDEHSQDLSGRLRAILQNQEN
#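 HeLa cells stably expressing Vif and C-terminally eYFP-tagged A3G, seeded overnight at 37 deg C, then exposed to compound by pintool overnight at 37 deg C. Rise in yellow fluorescence (Ex 488/Em 500-530, Acumen) marks blocked Vif-driven A3G degradation.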
# USP1 inh: USP1/UAF1 (human) deubiquitinase inhibition | Potency, µM (titrated, usually from 57.1 µM), inactives show at the highest dose activity change, negative = inhibition, usual class: inhibitors | recombinant USP1/UAF1, Ub-Rhodamine cleavage fluorescence | 390,000 compounds, 0.23% hits | O94782 | AID 743255; also: potency is read from the fitted curve at half-maximal effect; % is scaled to controls: 0 for no effect and ±100 for the full control effect; nearly all actives have a fitted effect of over 60% in size; inactives centre near -12
#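 Step one: compound is pinned into 1nM USP1/UAF1 in HEPES pH 7.8 buffer with TCEP. Step two: 15 min room-temperature incubation. Step three: Ub-Rho (150nM final) starts cleavage, tracked by fluorescence over six one-minute reads.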
# Vif-APOBEC3F blk: inhibitors of Vif-A3F interaction; HeLa A3F-eYFP + Vif (tagged APOBEC3F with the HIV-1 protein that degrades it), YFP fluorescence increase; Potency, µM (top dose mostly 46.1 µM), for inactives: top-dose activity, negative = active; 390,000 compounds, 0.2% hits; also: potency is read from the fitted curve at half-maximal effect; % of control where 0% means no effect; nearly all actives have a fitted effect of over 65% in size
#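 Fluorescence increase (Ex 488/Em 500-530) after overnight compound treatment at 37 deg C flags inhibition of Vif-driven A3F-eYFP loss in stable HeLa A3F-eYFP/Vif cells seeded overnight beforehand.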
# Glioma ERSR ind: induces the endoplasmic reticulum stress response in human glioma cells | U87-MG GRP78 promoter luciferase reporter, 16 h | 420,000 compounds, 0.02% hits | Potency, µM, inactives show at the top dose activation, hits mostly activators | AID 602332; also: potency is read from the fitted curve at half-maximal effect; series mostly up to about 76 µM; % of control where 0% means no effect; nearly all actives have a fitted effect of over 35% in size
#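 Stably transfected U87-MG human glioma cells carrying a GRP78-based luminescent sensor were seeded at 1000 cells/well, pin-dosed with compounds and incubated 16 h. Luciferase reagent was then added, and end-point luminescence was read after 10 min at room temperature.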
# RGS4 inhibitor: human RGS4 inhibition | 390,000 compounds, 0.039% hits | AID 504845 | Transcreener GDP fluorescence polarization, RGS4-accelerated GTP hydrolysis | Potency, µM (series often up to 114 µM), without a hit: at the highest dose activity change, negative = inhibition, most hits filed as inhibitors | P49798; also: potency is read from the fitted curve at half-maximal effect; % is scaled to controls: 0 for no effect and ±100 for the full control effect; nearly all actives have a fitted effect of over 75% in size; some results filed as inactive show a strong effect at the top dose
# Target sequence (P49798 whole entry, looked up): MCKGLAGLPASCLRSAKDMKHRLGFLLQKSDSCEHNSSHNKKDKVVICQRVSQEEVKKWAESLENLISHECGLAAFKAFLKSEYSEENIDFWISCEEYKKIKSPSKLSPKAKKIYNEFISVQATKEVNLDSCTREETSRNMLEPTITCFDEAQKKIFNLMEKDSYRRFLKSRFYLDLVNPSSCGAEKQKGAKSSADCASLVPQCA
#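 MLSMR compounds (23 nl, pin-transferred) preincubated 10 min at room temperature with a 500nM (2x) first reagent, then RGS4 at 900nM (2x) plus Transcreener GDP mix added; fluorescence polarization (620/688 nm) read before and after 90 min at 30 °C.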
# TrxR1 substrate: rat thioredoxin reductase 1 substrate activity; 390,000 compounds, 0.01% hits; purified TrxR1 substrate turnover, NADPH consumption readout; Potency, µM (top dose mostly 114 µM), for the others: at the highest dose activity change, negative = substrate turnover; AID 588456; O89049; also: potency is read from the fitted curve at half-maximal effect; % is scaled to controls: 0 for no effect and ±100 for the full control effect; nearly all actives have a fitted effect of over 50% in size
#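 Rat TrxR1, dispensed at 90 nM, was prereduced with 400 uM NADPH (final) for 5 min at ~22 deg C, then incubated with compound 15 min before 400 uM selenite. A first-read NADPH fluorescence drop versus no-compound background flagged substrates.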
# * = called active by the depositor; ? = inconclusive; nt = no result given; [ ] = dose if it differs, or a comment. Unless noted, calls follow the shape of the dose curve; as a rule, active = well fitted curve in the direction sought with a large enough effect; inconclusive = small, poorly fitted or top-dose-only effect, or another doubt; inactive = no such curve, though single readings can be large; an effect the other way counts as inactive or inconclusive.
# Results follow in this order: rTrxR1 inhibitor, LDHA inh, IDH1 R132H inh, Vif-A3G inh, USP1 inh, Vif-APOBEC3F blk, Glioma ERSR ind, RGS4 inhibitor, TrxR1 substrate
- CCOC(=O)c1cc(NC(=O)CNCC(c2ccccc2)N(C)C)cc(C(=O)OCC)c1 (stereo not given)
 : 5%[57.1 µM], -14, -5%, 0%, -7%, 1%, 0%, 16%, -1%[57.1 µM]
- COc1ccc(CCn2c(N)c(S(=O)(=O)c3cccs3)c3nc4ccccc4nc32)cc1OC
 : 0%, 3, -3%, 1%, -18%, 0%, -1%, -6%, 9%
- CC(C)OC(=O)c1ccc(COC(=O)c2cnccn2)cc1
 : 17%[57.1 µM], -10, 3%, 1%, ?, 6%, 1%, -8%, 5%[57.1 µM]
- COc1ccc(CNC(=O)CCN2C(=S)NC(C)(C)CC2C)cc1 (stereo not given)
 : -5%[57.1 µM], -6, -8%, 0%, -15%, -2%, -3%, 17%, 4%[57.1 µM]
- COc1ccc(OC)c2c(C)cc(N3CCN(C(=O)c4ccc(Cl)cc4)CC3)nc12
 : 7%, 9, 3%, 0%, -17%, -1%, -2%, -17%, 13%
- CCCC(=Nc1ccccc1)C1=C(O)C(C(=O)OC)C(C)(C)CC1=O (stereo not given)
 : 5%, -1, 2%, 2%, -25%, -4%, -4%, 17%, 6%
- Cc1ccc(-n2c3c(c(=O)[nH]c2=O)C(NC(=O)C(C)(C)C)(C(F)(F)F)C(=O)N3)cc1 (stereo not given)
 : -5%, -6, -11%, 2%, -5%, -3%, -1%, 23%, -3%
- CCOC(=O)c1nnsc1C(OC)Oc1ccccc1 (stereo not given)
 : 9%[57.1 µM], -5, 0%, 0%, -1%, -20%, -4%, -11%, 8%[57.1 µM]
- COc1cc(CCC(=O)N2CCN(S(=O)(=O)c3ccc(C)c(C)c3)CC2)cc(OC)c1OC
 : 41%[activator], 8, 6%, 2%, -6%, -10%, -1%, -15%, 8%
- CCC(C)[C@H](NC(=O)[C@@H]1Cc2ccccc2CN1)C(=O)NCc1ccc(OC)cc1 (stereo not given in full)
 : 8%, -3, -9%, -3%, -9%, -7%, -1%, 3%, -2%
- CCOC(=O)c1c(C)c(-c2ccccc2)n(CC(=O)NCc2ccccc2)c1C
 : -7%, -12, -3%, 0%, -17%, -7%, 0%, 15%, -5%
- CCN(CC(=O)Nc1ccc2c(c1)OCCO2)Cc1cc(=O)n2ccsc2n1
 : 9%[57.1 µM], -3, -1%, 5%, -4%, -17%, 3%, -33%, 9%[57.1 µM]
- Nc1ccc(Oc2cc(N)cc(Oc3ccccc3)c2)cc1
 : 11%, 1, -6%, -9%, -19%, 6%, 17%, 8%, -2%
- Cc1cc(N2CCCC2=O)cc(C)c1S(=O)(=O)NCCOc1ccc(C(C)(C)C)cc1
 : -1%, -2, 5%, 3%, -19%, -3%, -1%, -9%, -3%
- O=C(CN1CCCCC1)N1N=C(c2cccs2)CC1c1cccs1 (stereo not given)
 : 2%, -2, 12%, 0%, -11%, 2%, -5%, 5%, -5%
- COc1ccc(-c2ccc3c(c2)c(C#Cc2ccsc2)c(-c2cc(OC)cc(OC)c2)n3C)cc1
 : 49%[activator][57.1 µM], -9, 3%, -3%, -16%, 4%, -5%, 29%, 47%[activator][57.1 µM]
- CCCN(CC(=O)Nc1ccc(Cl)cc1Cl)C(=O)CC(NC(C)=O)c1ccccc1 (stereo not given)
 : 31%, 0, 7%, 0%, -1%, -28%, -6%, 26%, 8%
- COCCSc1ccccc1C(=O)N1CCN(Cc2ccc3c(c2)OCO3)CC1
 : 23%, -1, 1%, 0%, -18%, -6%, -3%, 0%, 9%
- CCOc1cc(CNc2ccc(O)cc2)cc(Br)c1OCc1ccccc1F
 : ?, 21, 9%, -10%, ?, -4%, ?, ?, -4%
- O=C1NC(Cc2c[nH]c3ccccc23)C(=O)N1CCOc1ccc(F)cc1 (stereo not given)
 : -19%, -11, -4%, -5%, -10%, nt, -2%, 12%, -12%
- CC(C)(C)C(=O)CSc1nc2ncc(Br)cc2[nH]1
 : 11%[57.1 µM], -7, 13%, -1%, -9%, 10%, 3%, -28%, 3%
- COc1ccccc1CCNC(=O)CC1C(=O)NCCN1CCCc1ccccc1 (stereo not given)
 : -8%, 2, -8%, -7%, -18%, -3%, 0%, -5%, -1%
- COc1ccc2oc(=O)c(-c3nnc(N)s3)cc2c1
 : 5%[57.1 µM], -6, -4%, 7%, -5%, 0%, ?, -42%, 13%[57.1 µM]
- Cc1ccc(NS(=O)(=O)c2ccccc2)c(NS(=O)(=O)c2ccccc2)c1
 : 12%[57.1 µM], -10, 5%, 0%, -26%, -7%, -1%, 4%, 4%[57.1 µM]
- Cc1cccc(NC(=O)CSc2nccn2Cc2ccc(F)cc2)c1C
 : 26%[57.1 µM], -1, -5%, 10%, -20%, -14%, -4%, -26%, 4%[57.1 µM]
- COc1cccc(NC(=O)COC(=O)C2=NN(c3ccccc3)C(=O)CC2)c1
 : 10%[57.1 µM], -3, 0%, 6%, -20%, 7%, 0%, 15%, 11%[57.1 µM]
- CCOC(=O)N1CCN(C(=O)CSc2nnc(COc3ccc(Cl)cc3)o2)CC1
 : 15%[57.1 µM], -15, -14%, 1%, -14%, -4%, -1%, 10%, 9%[57.1 µM]
- Cc1ccc(NC(=O)CN(C)C(=O)CCCN2C(=O)c3ccccc3C2=O)cc1
 : 20%, -3, 4%, -1%, -11%, 1%, -7%, -9%, 8%
- OCC1CCCCN1C(=S)NCc1ccco1 (stereo not given)
 : 28%[57.1 µM], -1, -2%, 1%, -13%, 3%, -4%, 0%, 10%[57.1 µM]
- O=C(Nc1ccc(F)cc1F)N1CCN(C(=O)c2ccco2)CC1
 : 2%, -10, 0%, 0%, -14%, 5%, -3%, 20%, 3%
- CC(C)(C)C(=O)Nc1ccccc1C(=O)Nc1cc(Cl)ccc1Cl
 : 3%, 0, 3%, 2%, -23%, -9%, -1%, -17%, 4%
- COCC#Cc1ccc2c(c1)O[C@@H](CN(C)S(=O)(=O)c1cccc(F)c1)[C@@H](C)CN([C@H](C)CO)S2(=O)=O
 : nt, -1, 5%, -6%, -18%, -3%, 2%, nt, nt
- CCOC(=O)C1=NNC2(c3ccc(C)cc3)C(=O)N(c3ccc(Cl)cc3)C(=O)C12 (stereo not given)
 : 16%, 3, 0%, -9%, -6%, -8%, -4%, -4%, 5%
- Cn1cc(/C=C(\NC(=O)c2ccccc2Cl)C(=O)NCCCN2CCOCC2)c2ccccc21
 : -5%, 2, 1%, 0%, -5%, 0%, -2%, -2%, 0%
- COc1ccc(OCc2cc(C(=O)NC(C)c3nc(C)cs3)no2)c(Cl)c1 (stereo not given)
 : nt, 1, 7%, -4%, ?, -8%, 2%, nt, nt
- COc1ccccc1NC(=O)CSc1nnc(COc2ccc(Cl)cc2)n1Cc1ccco1
 : ?, -1, 0%, 5%, -16%, 6%, -8%, ?, -1%
- CC1(C)CC(=O)NC=C(c2ccccc2)C1
 : 1%, -2, 5%, -1%, -16%, -9%, -1%, -11%, -6%
- CCOc1ccc(-n2c(=O)c3c4c(sc3n(CC(=O)NCC3CCCO3)c2=O)CCCC4)cc1 (stereo not given)
 : 5%, -15, -16%, 0%, -13%, 8%, -2%, -12%, -1%
- Cc1ccc(SCCCCN2C(=O)NC(C)(C)C2=O)cc1
 : 9%, -3, 0%, 3%, 0%, -6%, 0%, 1%, 10%
- COc1ccc(CCN=C(N)NS(=O)(=O)c2ccc(F)cc2)cc1OC
 : -6%, -8, 2%, 1%, -5%, 2%, -6%, 6%, -9%
- CCOCCOC(=O)C1=C(C)NC2=C(C(=O)CC(c3cccs3)C2)C1c1ccsc1 (stereo not given)
 : -3%, 4, 0%, -14%, 1%, -11%, -2%, -6%, 69%[activator]
- O=C(CSc1nnc(CNC(=O)c2ccccc2)n1-c1ccc(F)cc1)Nc1ccccc1F
 : 27%, -8, -3%, 4%, -4%, 0%, -4%, 1%, 3%
- O=C(NCc1ccccc1F)C1CCCN1C(=O)NCc1ccccc1 (stereo not given)
 : -8%, -9, 5%, -1%, -18%, -2%, -1%, -27%, -2%
- COc1ccc(S(=O)(=O)c2c(O)c3ccc(C(=O)Nc4cccc(F)c4)cc3[nH]c2=O)cc1
 : 1%, -21, -10%, 0%, -12%, 2%, -4%, -25%, -8%
- COc1cc(CNc2ccc3[nH]c(=O)[nH]c3c2)cc(Cl)c1OCC(=O)NC(C)(C)C
 : -22%, 31, 14%, -5%, ?, 1%, -3%, -21%[11.4 µM], 4%
- CCOC(=O)COn1c(SCC(=O)OCC)nc2ccccc2c1=O
 : 11%, -5, 2%, -4%, -5%, 3%, -1%, 18%, -6%
- N=c1c2c3c(sc2ncn1N)CCC3
 : 9%, -2, -1%, 7%, -7%, 1%, -4%, -23%, 3%
- CC(=O)c1ccc(N(CC(=O)Nc2cc(C)on2)S(=O)(=O)c2ccc(C)cc2)cc1
 : 18%[57.1 µM], -7, 0%, -3%, -6%, 9%, -3%, -2%, 9%[57.1 µM]

# Source: PubChem

# A portion of the library (hit frequency here may not be typical).
